Screens: PubChem BioAssay, National Center for Advancing Translational Sciences (NCATS)
Menin-MLL TR inh – menin-MLL binding inhibition, Texas Red mutant peptide | O00255 | 270,000 compounds, 0.23% hits | Menin + Texas Red MLL mutant peptide, fluorescence polarization | AID 1768 | Potency, µM (top dose mostly 61.6 µM), without a hit: at the top dose FP activity change, negative = inhibition, usual class: inhibitors; active means well fitted inhibition curve with a large enough effect in the polarisation, with a control signal flat, not every such curve was filed as active; inconclusive means small, poorly fitted or top-dose-only effect, or effect the other way, or a change in a side signal; inactive means no such curve, though single readings can be large or run the other way; the % refers to the polarisation; further: potency means the concentration at half of the fitted maximal effect; % of control where 0% means no effect; many of its hits are not listed in these tables
Coupling enz – counter-screen for Giardia aldolase inhibitors: coupling enzyme system. activity change, negative = inhibition, % at 58.2 µM, hits read low. coupling enzyme system counterscreen, AmpLite Red fluorescence. 290,000 compounds, 0.67% hits. AID 2472; in the data active means activity change below about -30%; further: on the % scale 0 is the no-effect control and ±100 the full control effect
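Final compound at 57.5 uM, incubated 10 min at RT with coupling enzyme reagent (glyceraldehyde-3-phosphate), then 20 min with substrate and AmpLite Red detection. Fluorescence read at 525/598 nm; tests interference with the coupling assay, not aldolase inhibition.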
S-ASM inh – inhibitors of human secretory acid sphingomyelinase; P17405; placental ASM, HMU-PC fluorogenic substrate, 60 min; Potency, µM (top dose mostly 57.5 µM), for inactives: top-dose activity change, negative = inhibition, usual class: inhibitors; 340,000 compounds, 0.006% hits; AID 504937; further: potency means the concentration at half of the fitted maximal effect
Target sequence (P17405 47-631 limits assumed): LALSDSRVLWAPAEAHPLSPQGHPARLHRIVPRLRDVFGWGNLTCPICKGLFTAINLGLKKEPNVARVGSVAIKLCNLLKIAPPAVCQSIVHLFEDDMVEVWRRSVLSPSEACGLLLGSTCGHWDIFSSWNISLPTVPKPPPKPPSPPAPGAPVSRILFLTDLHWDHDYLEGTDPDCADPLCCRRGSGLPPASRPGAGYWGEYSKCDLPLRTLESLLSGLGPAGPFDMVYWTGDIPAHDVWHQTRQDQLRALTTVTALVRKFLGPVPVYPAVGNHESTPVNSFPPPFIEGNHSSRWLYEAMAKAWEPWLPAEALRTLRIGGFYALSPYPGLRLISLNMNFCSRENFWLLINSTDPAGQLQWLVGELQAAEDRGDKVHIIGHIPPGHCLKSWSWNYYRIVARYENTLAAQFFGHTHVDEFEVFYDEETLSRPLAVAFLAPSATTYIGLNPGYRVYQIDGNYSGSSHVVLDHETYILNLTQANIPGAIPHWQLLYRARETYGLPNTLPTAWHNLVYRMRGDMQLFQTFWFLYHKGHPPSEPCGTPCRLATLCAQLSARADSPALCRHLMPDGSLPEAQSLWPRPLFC
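Fluorogenic HMU-PC substrate (9 uM final) is turned over by placental ASM in 60 min at 37 C after a 10 min compound preincubation. Reaction ended by alkaline stop (pH 10), with fluorescence read at 386/447 nm.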
PKM2 activator – increases activity of human pyruvate kinase M2. P14618. purified PKM2, Kinase-Glo ATP luminescence, activation; response scale: 0% is enzyme alone, no compound. Potency, µM (doses to about 57.5 µM), for inactives: at the highest dose activation, hits mostly activators. 260,000 compounds, 0.34% hits. AID 1631; further: potency means the concentration at half of the fitted maximal effect; on the % scale 0 is the no-effect control and ±100 the full control effect; nearly all actives have a fitted effect of over 55% in size
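Kinase-Glo luminescence reports ATP generated from ADP (0.1 mM) and PEP (0.5 mM) by purified hPK-M2 after 1 h at room temperature, pH 7.2 imidazole buffer; intermediate enzyme activity allows detecting inhibitors and activators.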
GALK inh – galactokinase (human) inhibition | Purified GALK, Kinase-Glo residual ATP luminescence | Potency, µM (series often up to 57.5 µM), for inactives: top-dose activity change, negative = inhibition, actives largely listed as inhibitors | 270,000 compounds, 0.007% hits | AID 1868; further: potency means the concentration at half of the fitted maximal effect; on the % scale 0 is the no-effect control and ±100 the full control effect
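Quantitative HTS: GALK 5 nM, ATP 35 uM, galactose 100 uM, 1 h room temperature, then luciferase-based ATP detection.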
Integrin act MD – integrin-mediated muscular dystrophy alleviation activation | Potency, µM (titrated, usually from 38.3 µM), for the others: at the top dose activation, most hits filed as activators | alpha7betagal myoblasts, beta-gal FDG fluorescence, 48 h | 350,000 compounds, 0.064% hits;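 further: potency means the concentration at half of the fitted maximal effect; 100% = response of the positive control SU9516; nearly all actives have a fitted effect of over 60% in size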
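Alpha7betagal+/- myoblasts (passage 13) were plated 16-24 hr, then exposed to compounds (1:260 dilution of DMSO stock) for 48 hours at 37C. After MPER lysis, β-galactosidase reporter activity was read as FDG fluorescence (ex 480/em 540) after 30 minutes.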
Giardia kill – Giardia lamblia killing; Giardia lamblia trophozoite viability; activity change, % at 7.66 µM, hits read low; 340,000 compounds, 0.15% hits; in the data active means activity change below about -80%; inconclusive means between about -30% and that limit;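 further: parasites exposed to compound for two days anaerobically before the ATP read; on the % scale 0 is the no-effect control and ±100 the full control effect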
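Anaerobic 48 hrs incubation at 37 deg C of 100 trophozoites/well with test compounds; ATPLite 1-Step luminescence, 15-30 min RT, reports cellular ATP as viability.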
TSG101-PTAP inh – blocks PTAP/TSG101 interaction to inhibit HIV-1 budding | Q99816 | Fluorescence polarization, FITC-PTAP peptide / Tsg101 binding | Potency, µM (doses to about 115 µM), inactives show at the highest dose activity change, negative = inhibition, most hits filed as inhibitors | 340,000 tested, under 10 active | AID 493005; active means well fitted inhibition curve with a large enough effect in the main read-out, with a control signal flat, not every such curve was filed as active; inconclusive means small, poorly fitted or top-dose-only effect, or effect the other way, or a change in a side signal; inactive means no such curve, though single readings can be large or run the other way; further: potency means the concentration at half of the fitted maximal effect; % of control where 0% means no effect
Target sequence (Q99816 whole entry, looked up): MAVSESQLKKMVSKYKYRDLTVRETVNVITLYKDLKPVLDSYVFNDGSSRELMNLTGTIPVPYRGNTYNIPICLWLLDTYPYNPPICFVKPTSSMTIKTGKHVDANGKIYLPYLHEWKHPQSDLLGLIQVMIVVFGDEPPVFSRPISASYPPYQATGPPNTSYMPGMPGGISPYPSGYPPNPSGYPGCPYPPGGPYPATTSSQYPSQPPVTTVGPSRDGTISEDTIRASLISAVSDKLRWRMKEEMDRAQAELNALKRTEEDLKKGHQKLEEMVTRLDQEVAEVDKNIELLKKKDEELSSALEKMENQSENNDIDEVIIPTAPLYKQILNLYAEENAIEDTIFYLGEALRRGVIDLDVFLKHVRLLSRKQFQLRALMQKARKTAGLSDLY
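Tsg101 binding domain (10 uM final) was mixed with compound and a FITC-labeled PTAP peptide (50 nM final) in HEPES pH 7.5 buffer with NaCl, Tween 20, EDTA and TCEP; fluorescence polarization was read after 20 min at r.t.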
BCR signal inh – blocks chronic active B-cell receptor signaling. ABC-DLBCL IkBa-CBG/CBR reporter, luminescence ratio, 4 h. Potency, µM (titrated, usually from 46.1 µM), inactives show top-dose ratio change, negative = lower green/red ratio, actives largely listed as inhibitors. 340,000 compounds, 0.05% hits; active means well fitted inhibition curve with a large enough effect in the signal ratio, with a control signal flat, not every such curve was filed as active; inconclusive means small, poorly fitted or top-dose-only effect, or effect the other way, or a change in a side signal; the % refers to the signal ratio;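 further: potency means the concentration at half of the fitted maximal effect; plate controls were basal doxycycline-induced cells for no effect and cells given 10 µM MG132 for full effect; MG132 reads +100%, hits lower the ratio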
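Cell line TMD8 (human ABC DLBCL), stably expressing tet-inducible CBG68-IkBa fusion and CBR; IMDM/0.5% FBS; cpd up to 46 uM; dox induction, 4 h, 37C/5% CO2; dual luminescence; green/red ratio; MG132 control.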
Tb PFK block – blocks T. brucei phosphofructokinase. Potency, µM (doses to about 57.5 µM), for inactives: at the top dose activity, negative = inhibition, hits mostly inhibitors. T. brucei PFK, ADP-Glo luminescence. AID 485367. O15648. 330,000 compounds, 0.17% hits;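 further: potency means the concentration at half of the fitted maximal effect; 0% = uninhibited 1x PFK enzyme wells and -100% = no-enzyme wells; nearly all actives have a fitted effect of over 60% in size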
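Compounds were pin-transferred as a titration series up to 57 uM into substrate buffer (0.5 mM F6P, 0.1 mM ATP, pH 8.0), then 1.25 nM PFK was added and reactions ran 45 min before ADP-Glo detection.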
B2AR arrestin – agonists driving beta-arrestin recruitment to human beta2-adrenergic receptor; Potency, µM (highest dose often 46.1 µM), inactives show at the highest dose activation, usual class: activators; 330,000 compounds, 0.02% hits; P07550; beta-arrestin recruitment to beta2AR, cell-based reporter;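 further: potency means the concentration at half of the fitted maximal effect; 0% = DMSO controls and full agonism = EC100 isoproterenol or metaproterenol; nearly all actives have a fitted effect of over 65% in size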
* = called active by the depositor; ? = inconclusive; / = no result given; [ ] = another dose, or the depositor's remark. Unless noted, the call rests on the fitted dose curve; in most records, active means well fitted curve in the direction sought with a large enough effect; inconclusive means small, poorly fitted or top-dose-only effect, or another doubt; inactive means no such curve, though single readings can be large; an effect the other way counts as inactive or inconclusive.

SMILES | Menin-MLL TR inh | Coupling enz | S-ASM inh | PKM2 activator | GALK inh | Integrin act MD | Giardia kill | TSG101-PTAP inh | BCR signal inh | Tb PFK block | B2AR arrestin
CCOc1ccc(Br)cc1C1=NN(C(C)=O)C(c2ccc([N+](=O)[O-])s2)O1 (centres undefined) | ? | -4 | -6% | / | -3% | -34% | ? | -2% | ? | -6% | 0.2%
COc1cccc(CN2CCNC(=O)C2CC(=O)NCCc2ccccn2)c1 (centres undefined) | 0% | -7 | 6% | 2% | -2% | ? | 2 | -4% | 5% | 8% | -0.5%
Cc1ccc(OCc2cc(C(=O)NC(C)Cc3cccnc3)no2)cc1C (centres undefined) | / | / | -1% | / | -4% | -40% | 21 | 0% | ? | 0% | -0.7%
CCc1nc(SCC(=O)Nc2cc(C)on2)c2c(=O)n(C)c(=O)n(C)c2n1 | -11% | 2 | 1% | 8% | 1% | 15% | 10 | 0% | 7% | 0% | 0.0%
CN1CCC(OC(=O)c2ccccc2Cl)CC1 | 0% | 3 | 2% | 3% | 0% | 0% | 10 | 0% | 12% | 1% | 0.4%
CCOC(=O)c1c(CC(C)C)csc1N | 5% | -1 | -4% | -1% | -3% | 9% | 7 | -9% | -1% | 12% | 0.2%
O=[N+]([O-])c1cc(C(F)(F)F)cc([N+](=O)[O-])c1NCc1cccnc1 | 7% | 3 | -3% | -4% | 0% | -17% | -2 | -1% | -12% | 1% | 0.5%
NC(=S)NNc1cc(Cl)cc(Cl)c1 | 3% | -2 | 0% | 1% | -2% | -34% | 10 | -5% | -14% | ? | -1.0%
CCOC(=O)C1CCN(c2c(NCc3ccc(C(=O)NC(C)CC)cc3)c(=O)c2=O)CC1 (centres undefined) | 2% | -1 | 1% | -2% | 1% | 8% | 39[activator] | 0% | 3% | 1% | -0.2%
COc1ccc(/C=N/NC(=O)c2ccc(NC(=O)C3CCCCC3)cc2)cc1O | / | / | -18% | -2% | -15% | 5% | 24 | -5% | 0% | 2% | -1.9%
C[n+]1ccccc1Nc1cc([N+](=O)[O-])ccc1N | -1% | -1 | -8% | 0% | -1% | 11% | -19 | -4% | -2% | 0% | -0.1%
CCOCCOc1nc2c(c(=O)n(C)c(=O)n2C)n1Cc1ccc(C)cc1 | 1% | 0 | -6% | 10% | 0% | 21% | ? | 0% | -10% | 0% | -2.1%
O=C(Cn1ncc2c(=O)oc3ccccc3c21)N1CCc2ccccc2C1 | -8% | -2 | 1% | -2% | 0% | -3% | -10 | 2% | 0% | 3% | -0.4%
CC1(/[N+]([O-])=C/c2ccc(F)cc2)CCCCC1=O (centres undefined) | / | 1 | 0% | -2% | 12% | 9% | -13 | -3% | -18% | -4% | -0.4%
O=C(COc1ccc2c3c(c(=O)oc2c1)CCC3)NC(Cc1ccc(Cl)cc1)C(=O)O (centres undefined) | -7% | 8 | -14% | 0% | / | 2% | 10 | -1% | ? | -2% | 0.4%
CCN(CC)CCCNC(=O)CSc1nc(C)cc(C)n1 | -6% | 0 | 2% | 0% | 1% | 1% | 12 | -1% | 1% | 0% | 3.9%
Cc1onc(-c2ccccc2Cl)c1C(=O)Nc1ccc(F)c(F)c1 | 25% | 1 | 1% | 0% | -2% | 0% | -2 | -6% | 0% | -3% | 0.4%
CN(C)S(=O)(=O)c1ccc(N2CCCC2)c(C(=O)NC2CCC(O)CC2)c1 (centres undefined) | / | / | 1% | / | / | 10% | 14 | 0% | 5% | 0% | -0.2%
O=C(CC(C(=O)O)N1CCOCC1)Nc1ccc(Cl)cc1 (centres undefined) | 20% | 8 | 2% | -7% | -1% | -15%[7.66 µM] | -3 | -4% | 0% | -14% | -0.2%
C[C@H]1C=C(C(=O)NCc2nc3ccccc3[nH]2)O[C@@H](OCc2ccc(CO)cc2)C1 | / | 0 | 2% | 3% | -2% | 0% | -4 | -2% | ? | 4% | 0.6%
O=C(CSc1nc(C2CC2)nc2ccccc12)Nc1ccccc1N1CCOCC1 | 6% | -1 | -4% | 0% | -2% | -57%[inhibitor] | 29 | 2% | 3% | 0% | -0.1%
O=C(CSc1nnc(NC(=O)c2c(F)cccc2F)s1)NCc1ccc(F)cc1 | / | / | / | / | / | 23% | -9 | 0% | ? | 0% | -0.6%
CN(C)c1ccc(/C=N/NC(=O)c2cc(=O)[nH]c3ccccc23)cc1 | / | 4 | 6% | -1% | -1% | -3% | 12 | -1% | 5% | -10% | 0.0%
COc1ccc(S(=O)(=O)NCC2CCCN(C(=O)C=C(C)C)C2)cc1 (centres undefined) | 0% | 1 | 1% | 2% | 0% | 11% | 2 | -8% | 8% | -4% | -0.3%
COc1ccccc1NC(=O)C(C)OC(=O)CC1CCCCC1 (centres undefined) | / | / | 0% | / | / | -9% | -2 | -4% | -6% | 14% | 0.1%
CC(C)Cc1ccc(CN2CCCC(NC(=O)c3ccnn3C)C2)cc1 (centres undefined) | / | / | -1% | -15% | -2% | -43% | -7 | 0% | ? | 1% | -0.1%
O=C1CN(C(=O)COC(=O)CCS(=O)(=O)c2ccccc2)c2ccccc2N1 | / | / | 1% | / | / | -36% | 6 | -1% | 4% | 0% | 0.0%
COc1ccc(NC(=O)Nc2nnc(C(C)C)s2)cc1 | 42%[activator] | -1 | -3% | -11% | -1% | -6%[7.66 µM] | 15 | -4% | 0% | 1% | -0.3%
Cc1ccc(S(=O)(=O)N2CCN(CC(=O)NC3CCCc4ccccc43)CC2)c(C)c1 (centres undefined) | ? | 9 | 0% | -2% | 1% | 5% | -11 | -12% | -17% | 1% | 0.0%
Cn1c(C(=O)N(Cc2ccccc2)Cc2cccs2)cc2sccc21 | -1% | 7 | -1% | 3% | -1% | 22% | 5 | / | -3% | -6% | -0.1%
COc1ccc(C/C(C)=N/NC(=O)c2ccncc2)cc1 | 8% | 1 | 5% | -4% | / | -26% | 2 | -1% | -5% | -1% | -0.6%
CCCCOC(=O)Nc1ccc(S(=O)(=O)Nc2nccs2)cc1 | / | 6 | 2% | ? | 5% | 4% | 1 | 0% | 0% | -1% | -1.1%
O=C(CSc1nnc(-c2ccccc2Br)o1)N1CCOCC1 | 1% | -1 | 2% | / | 5% | -15% | -3 | -3% | -1% | -6% | 0.1%
COc1cccc(CN2CC(C(=O)NCCc3ccc(C)s3)CCC2=O)c1 (centres undefined) | / | / | 1% | 0% | 2% | 5% | 10 | -6% | 0% | -11% | -1.1%
CN(C)c1ccc2nsnc2c1[N+](=O)[O-] | / | -1 | -8% | 2% | / | 21% | ? | 1% | -22% | 6% | -0.1%
Cc1nnc(SCC(=O)NC2CCCC2)n1CCc1ccccc1 | / | 1 | -1% | / | -2% | -19% | 4 | -1% | -2% | 0% | -0.4%
Cc1cc(C)c(C(=O)COC(=O)C2CC3CCCC(C2)C3=O)c(C)c1 (centres undefined) | / | / | -2% | / | / | -3% | -5 | -2% | 7% | -11% | 0.4%
O=C(N1CCN(c2ccccn2)CC1)C(Cl)(Cl)Cl | -11% | 0 | 4% | -5% | -4% | -11% | ? | -2% | ? | 6% | -3.7%
Cc1ccc(NS(=O)(=O)c2cccc(C(=O)N3CCCCCC3)c2)cc1 | / | / | / | / | / | -5% | 3 | 0% | 12% | 0% | 0.2%
Cc1ccccc1C(=O)NC(C(=O)Nc1nc2c(s1)CCCC2)C(C)C (centres undefined) | -15% | -1 | -1% | -1% | 1% | -29% | -3 | -2% | -11% | 4% | 0.3%
Nc1c(Cl)ncnc1N/N=C/c1ccncc1 | / | -2 | -3% | 1% | -1% | -19% | 3 | 0% | 7% | 3% | -0.3%
C=CCSc1nc2ccccc2n1Cc1nnc(-c2cccs2)o1 | 3% | 1 | 2% | ? | 1% | 10% | -7 | -1% | / | 1% | -1.0%
COc1cccc(C2=NOC(C(=O)Nc3ccc4c(c3)OCO4)C2)c1OC (centres undefined) | -19% | -2 | -2% | / | -2% | -22% | 15 | -4% | ? | 3% | 0.6%
COC(=O)c1ccc(N2CCCCC2)c(N)c1 | -8% | 0 | 3% | 2% | 1% | 0% | -2 | -3% | ? | -2% | 0.1%
CCCC(=O)Nc1ccc(NC(=O)c2cccc(OC)c2)nc1 | 14% | 0 | -1% | -16% | 0% | -10% | -21 | -5% | ? | 2% | -1.0%
COc1cc(OC)cc(C(=O)NNC(=O)CCc2nc3ccccc3c(=O)[nH]2)c1 | / | / | 6% | / | / | -20% | -27 | -1% | -6% | 10% | -0.2%

Some of the compounds tested; count on the stated rates, not on these rows.
